MITF inh – MITF inhibitors, primary screen, biochemical, AlphaScreen, human | Microphthalmia-associated transcription factor (Homo sapiens), O75030 | AlphaScreen MITF homodimerization, bead proximity signal | inhibition, % at 2.6 µM | hit rate 0.91% among 650,000; in the data active = inhibition above about 50%;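 also: 0% = vehicle wells with protein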
FBW7 activator – FBW7 E3 ligase activators, primary screen, biochemical, AlphaScreen, human; normalized activity (activation), % at 26.1 µM; F-box/WD repeat-containing protein 7 (Homo sapiens), Q969H0; AlphaScreen FBW7–phospho-cyclin E peptide binding, activator screen; hit rate 0.13% among 650,000; AID 1259310, 2017; in the data active = normalized activity above about 1.9%;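 also: purified mutant Fbw7 with reduced substrate affinity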
Target sequence (Q969H0 whole entry, looked up): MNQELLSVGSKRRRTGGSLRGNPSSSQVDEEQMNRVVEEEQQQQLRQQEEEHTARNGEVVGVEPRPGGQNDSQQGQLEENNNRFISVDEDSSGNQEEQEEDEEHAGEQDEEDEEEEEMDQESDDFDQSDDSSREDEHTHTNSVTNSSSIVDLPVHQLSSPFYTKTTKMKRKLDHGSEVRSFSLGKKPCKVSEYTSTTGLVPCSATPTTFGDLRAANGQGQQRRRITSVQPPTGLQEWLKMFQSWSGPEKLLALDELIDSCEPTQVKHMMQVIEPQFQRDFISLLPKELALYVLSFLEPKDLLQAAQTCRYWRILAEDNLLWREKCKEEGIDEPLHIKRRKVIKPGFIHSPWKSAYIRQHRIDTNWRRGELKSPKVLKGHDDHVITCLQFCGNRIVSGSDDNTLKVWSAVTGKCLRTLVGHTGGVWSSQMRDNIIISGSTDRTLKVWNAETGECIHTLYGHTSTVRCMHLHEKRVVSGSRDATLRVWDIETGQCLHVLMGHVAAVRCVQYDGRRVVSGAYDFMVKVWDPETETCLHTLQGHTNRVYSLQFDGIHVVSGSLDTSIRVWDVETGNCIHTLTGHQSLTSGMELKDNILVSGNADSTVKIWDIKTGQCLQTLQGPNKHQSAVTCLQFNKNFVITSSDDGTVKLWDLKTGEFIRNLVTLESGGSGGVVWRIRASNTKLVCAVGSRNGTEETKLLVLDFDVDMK
TEAD-YAP block – TEAD-YAP interaction inhibition, primary screen, TEAD-YAP interaction inhibitor project, luminescence, HEK-TIYL cells; hit rate 1.4% among 640,000; inhibition, % at 9.12 µM; TEAD-Gal4/YAP UAS-luciferase luminescence; in the data active = inhibition above about 32%;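 also: 0% = median of test compound wells and 100% = reference inhibitor wells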
GPR151 activ – activators of human GPR151, primary screen, cell-based, PathHunter beta-arrestin, luminescence; PathHunter beta-arrestin GPR151 cells; activation, % at 11.2 µM; hit rate 1% among 650,000; G-protein coupled receptor 151 (Homo sapiens), Q8TDV0; AID 1508602, 2020; in the data active = activation above about 4.9%;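 also: 0% = median of compound wells and 100% = cells with positive control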
Starred values were filed as active, the others as inactive.

Fields: MITF inh, FBW7 activator, TEAD-YAP block, GPR151 activ
1	Nc1nc(-c2no[n+]([O-])c2-c2csc(N)n2)cs1
  -10, -0.2, 0, 0.6
2	CCCOC(=O)C1=C(C)NC2=C(C(=O)CC(C)(C)C2)C1c1cccc2ccccc12 (stereo not given)
  -2, 0.4, 16, 0.1
3	CC(C)(C)C1=NN(CC(=O)NC2CC2)C(=O)c2cc3sccc3n2C1
  26, 0.6, 6, 0.6
4	COc1ccccc1NC(=O)C(=O)N/N=C(\C)CC(=O)NCc1ccco1
  16, 0.2, 12, 1.9
5	O=C(OCCN=C1NS(=O)(=O)c2ccccc21)C1CC(=O)N(c2ccc3ccccc3c2)C1 (stereo not given)
  3, 0.0, 3, 1.3
6	CN(C)CCN1C(=O)C(=O)/C(=C(\O)c2ccc(F)cc2)C1c1ccco1 (stereo not given)
  0, -0.1, -1, -0.7
7	O=C(CSc1nc2cccnc2n1-c1ccc(F)cc1)N1CCCC1
  15, 0.2, 1, -1.1
8	O=c1nc2n(-c3ccc(Cl)cc3)c3cc(Cl)ccc3cc-2c(=O)[nH]1
  -16, -0.1, 1, 0.3
9	CC(C)CNC(=O)C1CCN(C(=O)Nc2ccccc2)CC1
  2, -0.2, -8, 2.1
10	Cc1nc2c(c(C)nn2-c2ccccc2)c(C)c1CCC(=O)NCCN1CCCC1
  -5, -0.3, 1, 0.9
11	Nc1nc(NCc2cccc(C(F)(F)F)c2)cc(N2CCc3ccccc3C2)n1
  -11, -0.1, 7, 0.7
12	CC(C)CN(CC(C)C)S(=O)(=O)c1ccc(C(=O)Nc2sc3c(c2C(N)=O)CCN(C)C3)cc1
  -17, 0.0, -4, -0.9
13	CCOc1nn(CC)cc1-c1nnc(SCc2cccnc2)n1C
  -20, -0.3, 5, 1.6
14	Cc1noc(C)c1CCC(=O)NCCOc1cccc2cccnc12
  4, 0.0, 4, 0.2
15	CCCN=C(NS(=O)(=O)c1ccc(OCC)cc1)c1ccccc1
  -5, 0.1, -4, 1.6

Fields: MITF inh, FBW7 activator, TEAD-YAP block, GPR151 activ
16	O=C(CCNS(=O)(=O)c1ccc(Br)s1)Nc1ccc(F)cc1
  5, 0.2, 7, -0.3
17	Cn1cc(Br)c(C(=O)NNC(=O)c2ccc(Cl)cc2)n1
  2, 0.2, -18, -0.9
18	COc1cccc(CNC(=O)C(NS(=O)(=O)c2cccc3nsnc23)C(C)C)c1 (stereo not given)
  1, 0.0, 4, 7.1*
19	O=C(On1c(-c2ccc(Br)cc2)nc2ccccc2c1=O)c1ccc(F)cc1
  5, -0.2, -7, -1.6
20	COc1ccc(Nc2nc(Nc3ccc(OC)cc3)nc(N3CCNCC3)n2)cc1
  6, -0.4, 12, 0.2
21	CC(=O)c1ccc(N2C(C)=CC(C(F)(F)F)(C(F)(F)F)C(C#N)=C2N)cc1
  -1, -0.1, 0, 2.5
22	COc1ccc(-c2cc(C(F)(F)F)n3nc(C(=O)NCCc4ccccc4)cc3n2)cc1
  14, 0.3, 2, 13*
23	COc1ccccc1CN1CCCC(CCC(=O)N2CCN(c3ccccn3)CC2)C1 (stereo not given)
  2, -0.2, 9, -0.9
24	CC(C)CNC(=O)COC(=O)Cn1[nH]c(=O)c2ccccc2c1=O
  -9, 0.1, 4, -0.2
25	CC(C)OC(=O)CSc1nnc2c3ccccc3n(C)c2n1
  0, 0.1, -1, -1.1
26	O=C(c1ccc2c(c1)S(=O)(=O)N=C1CCCCCN12)N1CCN(c2ccccc2)CC1
  17, 0.5, -1, -1.9
27	CCCNC(=O)c1cc(Nc2ccc(C(F)(F)F)cc2)nc2ccccc12
  5, 0.0, -9, -0.3
28	N#C/C(=C\c1cn(-c2ccccc2)nc1-c1cc2ccccc2o1)C(N)=O
  10, 1.0, -3, 0.5
29	CC(C)OC(=O)NCCOC(=O)Nc1ccccc1Cl
  -3, 0.1, 0, -0.3
30	CCOC(=O)c1cnn(-c2cc(C)c3cc(C)cc(C)c3n2)c1N
  -10, 0.0, 0, -1.1

Fields: MITF inh, FBW7 activator, TEAD-YAP block, GPR151 activ
31	O=C1Cc2cc(S(=O)(=O)Nc3ccc(F)cc3F)cc3c2N1CCC3
  5, 0.0, 13, 2.5
32	CC(=O)N/C(=C\c1ccccc1)C(=O)NNC(=O)C1CC1c1ccccc1 (stereo not given)
  -1, 1.1, 7, -1.3
33	CCOc1cccc(C(=O)Nc2ccc(Br)cc2)c1
  1, 0.1, -44, -0.4
34	CC1CCCCC1NC(=O)COC(=O)[C@H](C)NS(=O)(=O)c1cccc2nsnc12 (stereo not given in full)
  6, 0.3, 4, -1.2
35	Cc1ccc(Cc2nnc(C(=O)NC3CCCCC3)o2)cc1
  -6, -0.4, -1, -0.3
36	O=C1CN(CC(=O)N2CCOCC2)c2ccccc2O1
  -2, -0.2, -18, -0.3
37	COC(=O)c1ccccc1N(C)C(=O)c1cccc(S(=O)(=O)N2CCCCC2)c1
  -8, 0.0, 2, 2.2
38	Cn1c(C(=O)NCC2CCCO2)cc2oc3ccccc3c21 (stereo not given)
  -6, -0.3, -73, -0.6
39	COc1ccc(/C=N/NC(=O)c2ccc([N+](=O)[O-])cc2)cc1
  -13, 0.0, 5, 0.6
40	COc1ccc(CNc2ccc3ncc(-c4ccco4)n3n2)cc1
  15, -0.1, -12, -0.3
41	COc1ccccc1N1CCN(S(=O)(=O)c2ccc([N+](=O)[O-])cc2)CC1
  23, -0.2, 0, -1.5
42	CCc1nn(CC(=O)N2CCC(C)CC2)c(=O)c2cc3sc(C)cc3n12
  18, 0.1, 0, 1.1
43	COc1ccc(-c2ncc(C)c(NC3CC3)n2)cc1
  -6, 0.1, -5, -1.0
44	COc1cccc(N2CCN(C(=O)CCCCn3c(=O)[nH]c4ccccc4c3=O)CC2)c1
  -6, 0.1, 14, -0.5
45	CCOc1cc(/C=C2\NC(=O)N(Cc3ccc(Cl)cc3)C2=O)ccc1OCc1ccc(C)cc1
  6, 0.2, 3, 3.3

Fields: MITF inh, FBW7 activator, TEAD-YAP block, GPR151 activ
46	COc1cccc(NC(=O)COc2cccc(C)c2C)c1
  3, -0.1, -36, -0.9
47	CCNc1nc(Nc2ccc3c(c2)OCO3)c2ncn(C(C)C)c2n1
  10, -0.1, -45, -1.4
48	COc1ccc(C(=O)COC(=O)CCc2nc3ccccc3[nH]c2=O)cc1Br
  6, 0.0, 6, 0.1
49	CCOC(=O)c1ccc(NC(=O)C2Cc3ccccc3CN2S(C)(=O)=O)cc1 (stereo not given)
  -1, 0.7, 8, 0.8
50	CCCN1C(=O)CSC1=Nc1ccccc1
  11, -0.1, 4, -0.8
51	O=C(Nc1ccc(-c2nnc(-c3ccccc3)o2)cc1)C(F)(F)F
  -1, 0.0, -56, 0.4
52	CCOC(=O)C1CCN(c2cc(Nc3ccc(OCC)cc3)c3c4c(onc24)-c2ccccc2C3=O)CC1
  8, -1.0, 0, 2.8
53	O=C(CCC(=O)c1ccc2c(c1)OCCO2)OCc1cc([N+](=O)[O-])cc2c1OCOC2
  11, 0.5, 11, -0.6
54	N#Cc1c(N)nc(SCC(=O)Nc2cccc([N+](=O)[O-])c2)c(C#N)c1-c1cccs1
  -1, 0.0, -3, 0.3
55	COc1ccc(Oc2cc([N+](=O)[O-])cc3c2C(=O)Nc2ccc(C)cc2O3)cc1
  30, 0.0, 0, 1.4
56	O=C(NNS(=O)(=O)c1ccc([N+](=O)[O-])cc1)c1ccc([N+](=O)[O-])cc1
  7, 0.4, 22, -0.1
57	COC(=O)c1ccc(Cl)c(NC(=O)c2ccccc2SC)c1
  11, 0.1, 8, -1.5
58	CC(C)(c1ccccc1)c1ccc(OCCN)cc1
  -2, -0.2, -5, 0.1
59	COC(=O)C1=C(C(=O)c2ccccc2)C(c2cccc(F)c2)n2nnnc2N1 (stereo not given)
  -4, -0.1, -8, -1.1
60	O=C(N/N=C/c1ccccc1[N+](=O)[O-])c1ccc(Cl)cc1
  8, 0.1, -32, 1.9

Fields: MITF inh, FBW7 activator, TEAD-YAP block, GPR151 activ
61	COCCn1c(SCC(=O)NNC(=O)c2ccccc2)nc2ccccc21
  14, -0.1, 1, -1.2
62	Cc1sc(NC(=O)c2cccc([N+](=O)[O-])c2)nc1-c1ccc(-c2ccccc2)cc1
  7, 0.0, 1, 2.0
63	Cc1nc2cc(-c3ccc(Cl)cc3)nn2c(NCCN(C)C)c1C
  -7, -0.2, -45, -0.3
64	O=C(O)c1ccccc1N(Cc1ccccc1)S(=O)(=O)c1ccccc1
  -73, -0.1, 0, 0.0
65	CCOC(=O)C1=C(C)N=c2s/c(=C\c3ccco3)c(=O)n2C1c1cccs1 (stereo not given)
  16, -0.1, 6, 7.5*
66	CC1=NN(c2ccc(Br)cc2)C(=O)/C1=C/c1ccc(O)c([N+](=O)[O-])c1
  10, -0.5, 15, 0.4
67	c1ccc2[nH]c(CNc3nc(Nc4cnccn4)nc4c3ncn4-c3ccsc3)nc2c1
  -11, 0.2, 71*, 2.5
68	Cc1ccc(S(=O)(=O)c2nnn3c2nc(NCC2CCCO2)c2sccc23)cc1 (stereo not given)
  -12, 0.1, -18, 0.0
69	CC(C)N(CCNc1nc(NCCCN2CCCC2=O)nc2nc[nH]c12)C(C)C
  0, 0.0, 2, 2.6
70	Cc1ccc(C(=O)c2cccc(NC(=O)C(c3ccccc3)c3ccccc3)c2)cc1C
  10, -0.1, 0, -0.3
71	C=CCNC(=O)C(=O)NCCc1ccc(Cl)cc1
  13, -0.2, -5, -0.4
72	O=C(NC(=S)Nc1cc(C(F)(F)F)ccc1Cl)c1cccs1
  -1, 0.0, -6, 0.6
73	CC(C)=C1C2C=CC1C1C(=O)N(c3ccc(Cl)cc3Cl)C(=O)C21 (stereo not given)
  21, 0.6, 3, 3.1
74	NC(=O)c1ccccc1OS(=O)(=O)c1ccc2c(c1)OCCO2
  -1, 0.1, -5, 2.4
75	COc1ccc(-n2c(SCC(=O)/C(C#N)=C(\C)N)nc3ccccc32)cc1
  70*, 0.1, -7, 1.7

Fields: MITF inh, FBW7 activator, TEAD-YAP block, GPR151 activ
76	Cc1ccc2nc(C(=O)N3CCOc4ccc(CN5CCCC5)cc4C3)cn2c1
  -12, 0.0, -8, -1.7
77	O=C1CCc2cc(S(=O)(=O)N3CCC(C(=O)N4CCCC4)CC3)ccc2N1
  7, 0.2, -2, -0.7
78	CCOC(=O)c1sc(NC(=O)c2cc3ccccc3c(=O)o2)c(C(=O)OCC)c1C
  1, 0.0, -14, 0.3
79	O=C(CN1C(=O)CCc2ccccc21)N1CCN(c2ccccc2)CC1
  10, 0.1, 5, 1.6
80	CC(=O)c1c(C)oc2ccc(NS(=O)(=O)c3cc([N+](=O)[O-])ccc3Cl)cc12
  0, -0.3, 2, 0.4
81	CCOc1ccc(-c2csc(/C(C#N)=C/Nc3ccc(Br)cn3)n2)cc1
  -4, 0.1, 9, 0.1
82	CC1CCN(C(=O)CSc2ccc([N+](=O)[O-])cn2)CC1
  23, 0.6, -12, -2.3
83	O=Cc1ccccc1OC(=O)c1cc2ccccc2oc1=O
  -5, 0.0, -28, -0.9
84	CCOC(=O)C(=O)Nc1nc(-c2ccc3c(c2)CCN3C(=O)CC)cs1
  0, 0.0, 8, -1.0
85	Clc1ccccc1CSc1nc2ncccc2[nH]1
  -19, 0.1, -47, -2.9
86	Cc1ccc(NC(=O)C2C3C=CC4(O3)C2C(=O)N(CCc2ccccc2Cl)C4C(=O)NC2CCCCC2)cc1C (stereo not given)
  3, -0.2, -2, -0.7
87	CCC(=O)c1ccccc1OCCNC1CCCC1
  23, 0.7, 0, 0.3
88	COCCNC(=O)CSc1nc2cc3c(cc2c(=O)n1Cc1ccc(C(=O)NCCc2ccc(OC)c(OC)c2)cc1)OCO3
  -1, 0.0, -8, -0.9
89	O=C(CSc1nc2ccccc2[nH]1)c1ccc(Cl)cc1
  7, -0.1, -12, 0.2

Assay outcomes: PubChem BioAssay, The Scripps Research Institute Molecular Screening Center
